# Screening data: PubChem, several laboratories
# SMARCA2 activ: increases SMARCA2 function in MMTV reporter cells; activation, % at 9.1 µM; AID 652017; 370,000 tested, 1% active; MG213 cells, MMTV-luciferase reporter, dexamethasone, overnight; in the data active = activation above about 7.8%;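 note: 0% = vehicle wells and 100% = reference activator wells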
# hgDAF-12 ag: activates the H. glycines DAF-12 receptor ligand-binding domain | AID 687014 | activation, % at 6.8 µM | 370,000 tested, 1.8% active | HEK293 GAL4-hgDAF12 UAS-luciferase reporter, agonist luminescence; normalized to butyrate control;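 active = activation above a cutoff set at the mean of all screened compounds plus 3 SD, cut at about 10% in these data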;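 note: 0% = DMSO wells and 100% = sodium butyrate wells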
# GAA850 FXN act: frataxin GAA850 promoter activation; AID 540364; 360,000 tested, 0.56% active; HEK293 lucGAA850 FXN promoter luciferase reporter, 24 h; percent of 10 µM SAHA response; activation, % at 6 µM;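 active = activation above the average of all compounds screened plus 3 SD, cutoff fixed separately per campaign, cut at about 7.5% in these data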;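 note: 0% = DMSO wells and 100% = 10 µM SAHA wells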
# hcDAF12 agonist: H. contortus DAF-12 activation, primary screen; HEK293 hcDAF-12 lit1-tk-luc reporter, luminescence; 0% DMSO, 100% Δ7-dafachronic acid; activation, % at 6.8 µM; 370,000 tested, 1.4% active; AID 652067;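 active = activation above the mean of all tested compounds plus 3 SD, cut at about 5.5% in these data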;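 note: 100% = response to 3 µM Δ7-dafachronic acid high control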
# ADAM17 inh: inhibits human ADAM17 | P78536 | recombinant ADAM17, EDANS/DABCYL FRET peptide cleavage | inhibition, % at 6.95 µM | 370,000 tested, 0.83% active | AID 720648;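 active = inhibition above the mean of compounds lying between control limits plus 3 SD, set per campaign, cut at about 8.5% in these data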;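 note: 0% = DMSO-only wells as the low control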
# ADAM10 inh: inhibitors of human ADAM10; recombinant ADAM10, EDANS/DABCYL FRET peptide cleavage, 3 h; 370,000 tested, 0.62% active; inhibition, % at 7 µM;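 active = inhibition above a per-campaign cutoff equal to the mean of compounds falling between control-based bounds plus 3 SD, cut at about 20% in these data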;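 note: 0% = DMSO wells while the 100% control is not disclosed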
# ssDAF12 agonist: activates DAF-12 receptor from parasite S. stercoralis. 370,000 tested, 1% active. AID 652126. activation, % at 6.8 µM. HEK293 ssDAF-12/GRIP1 lit1-tk-luc reporter, luminescence; % of 3 µM dafachronic acid response;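 active = activation above the mean over all tested compounds plus 3 SD, cut at about 0.9% in these data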;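 note: 0% = DMSO-only wells and 100% = 3 µM delta7-dafachronic acid wells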
# PG9 binder: small molecules binding HIV-1 gp120 antibody PG9 | 360,000 tested, 0.43% active | TR-FRET gp120-PG9 antibody binding | AID 624416 | inhibition, % at 6.7 µM; in the data active = inhibition above about 8.5%
# DAX1 inh-1: NR0B1 (DAX1) inhibition; P51843; HEK293 Gal4-DAX1 luciferase reporter, luminescence; inhibition, % at 6.75 µM; 340,000 tested, 0.99% active; AID 504766;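 active = inhibition above the mean over all tested compounds plus 3 SD, cut at about 4.2% in these data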;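 note: 0% = DAX1-transfected cells with DMSO and 100% = empty-vector control cells with DMSO; inhibition shows as a rise in luminescence from relieved DAX1 repression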
# DAX1 inh-2: blocks DAX1 repression of SF-1 activated StAR promoter; HEK293T StAR-luciferase reporter, SF-1/DAX-1 repression relief; inhibition, % at 6.8 µM; 370,000 tested, 1.1% active; AID 652010;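 active = inhibition above the mean over all tested compounds plus 3 SD, cut at about 3.6% in these data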;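 note: 0% = DAX-1 cells with DMSO and 100% = cells lacking DAX-1 with DMSO; higher inhibition means more luminescence from relief of DAX-1 repression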
# GC-A act: GC-A (human) enzyme activation. 370,000 tested, 0.14% active. P16066. HEK293 GC-A cells, cGMP TR-FRET, EC30 ANP; 0% at EC30 ANP, 100% saturating ANP. activation, % at 10 µM; in the data active = activation above about 40%
# Target sequence (P16066 whole entry, looked up): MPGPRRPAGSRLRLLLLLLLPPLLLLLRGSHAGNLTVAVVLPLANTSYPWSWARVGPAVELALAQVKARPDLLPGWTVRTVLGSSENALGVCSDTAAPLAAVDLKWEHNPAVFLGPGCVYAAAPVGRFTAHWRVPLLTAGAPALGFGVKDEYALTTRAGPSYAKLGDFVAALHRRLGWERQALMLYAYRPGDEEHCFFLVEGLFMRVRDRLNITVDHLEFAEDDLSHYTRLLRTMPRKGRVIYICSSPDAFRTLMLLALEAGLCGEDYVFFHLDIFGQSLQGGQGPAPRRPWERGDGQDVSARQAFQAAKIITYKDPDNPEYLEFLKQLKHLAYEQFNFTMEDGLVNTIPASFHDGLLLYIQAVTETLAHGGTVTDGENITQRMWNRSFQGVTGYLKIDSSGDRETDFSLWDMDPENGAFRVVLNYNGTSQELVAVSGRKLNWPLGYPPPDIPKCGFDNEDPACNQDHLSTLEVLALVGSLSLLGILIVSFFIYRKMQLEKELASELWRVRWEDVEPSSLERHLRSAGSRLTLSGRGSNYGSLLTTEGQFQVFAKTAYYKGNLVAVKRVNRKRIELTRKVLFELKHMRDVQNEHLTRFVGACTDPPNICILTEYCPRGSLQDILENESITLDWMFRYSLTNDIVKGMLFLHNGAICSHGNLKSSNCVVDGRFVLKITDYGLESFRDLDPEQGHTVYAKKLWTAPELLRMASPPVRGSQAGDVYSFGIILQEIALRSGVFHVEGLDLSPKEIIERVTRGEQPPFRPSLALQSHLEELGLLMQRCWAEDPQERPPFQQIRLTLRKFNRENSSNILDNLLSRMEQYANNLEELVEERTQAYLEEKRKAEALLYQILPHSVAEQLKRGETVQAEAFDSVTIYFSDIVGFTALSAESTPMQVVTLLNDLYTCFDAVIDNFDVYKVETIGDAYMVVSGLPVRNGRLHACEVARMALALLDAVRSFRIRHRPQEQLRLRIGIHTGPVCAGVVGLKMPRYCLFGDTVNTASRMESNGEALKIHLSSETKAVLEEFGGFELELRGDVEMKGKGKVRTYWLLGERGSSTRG
# * = called active by the depositor; . = no result given.
SMILES,SMARCA2 activ,hgDAF-12 ag,GAA850 FXN act,hcDAF12 agonist,ADAM17 inh,ADAM10 inh,ssDAF12 agonist,PG9 binder,DAX1 inh-1,DAX1 inh-2,GC-A act
COc1cc(/C=N/N=C2\CC3CCC2(C)C3(C)C)ccc1O (configuration not stated),-2,0.9,2.7,0.0,-1,4,-1.3,-0.4,-0.7,0.2,-3
CCOc1ccc(N2CC(C(=O)NCCC3=CCCCC3)CC2=O)cc1 (configuration not stated),5,-0.5,0.3,-1.6,3,3,-1.6,-3.1,-2.4,-0.3,4
O=C(Cn1c(=O)n(Cc2ccco2)c(=O)c2ccccc21)Nc1cccc(Cl)c1,-1,11*,4.2,1.5,3,-2,-1.1,-2.2,1.5,0.0,-2
Cc1ccc(/C=C/C(=O)Nc2ccc(Oc3ccccc3)cc2)o1,-5,0.2,4.7,-0.1,13*,18,-1.5,0.2,-1.8,-1.3,7
Cc1nc(N2CCN(S(=O)(=O)c3ccccc3C#N)CC2)c2c(-c3ccccc3)csc2n1,3,-0.2,0.9,-0.6,-2,-7,-0.5,1.0,-0.9,1.3,-3
O=C(N/N=C/c1cc(Br)ccc1O)C(=O)Nc1ccccc1OC(F)(F)C(F)F,-3,-1.5,-7.2,-2.3,-1,-3,-1.9,-0.9,-0.4,-1.3,-21
Cc1cc(C)cc(N(CC(=O)NC(C)(C)C)C(=O)CNC(=O)c2cccs2)c1,0,-1.1,0.0,-1.1,0,8,-1.4,-2.1,1.2,0.3,-1
CCOC1(OCC)C(c2ccc(N)cc2)C(C#N)(C#N)C1(OCC)OCC (configuration not stated),-5,0.1,-0.6,-2.6,-5,-23,-1.1,-2.1,-0.1,-0.8,-3
CSc1cccc(NC(=O)CN2C(=O)c3ccccc3S2(=O)=O)c1,2,-2.0,-0.7,-2.2,0,4,-1.2,-2.9,1.0,-0.3,0
CC(C)(C)Nc1nc2cc([N+](=O)[O-])ccc2o1,-2,0.0,2.3,0.4,-3,-5,-1.0,0.3,-0.5,0.3,6
CN(CC(=O)NC(=O)NC1CCCCC1)CC(=O)Nc1ccccc1C(F)(F)F,-1,1.2,-0.3,-1.7,0,5,-0.6,-0.3,0.4,1.2,4
COc1cc(C(=O)NCCc2ccc(S(=O)(=O)N3CCCC3)cc2)cc(OC)c1OC,-4,0.9,1.4,-1.8,-4,-1,-1.5,-0.5,2.3,-0.4,2
CCC(C(=O)NC1CC1)n1nc(C)c2c(C)n(-c3ccc(C)cc3)nc2c1=O (configuration not stated),-4,2.8,1.8,-1.4,-3,6,-0.9,-1.0,-0.2,-0.3,2
Cc1occc1-c1nnc(SCC(=O)N2CCN(c3ccc(F)cc3)CC2)n1C,-2,-6.3,1.3,-1.0,-1,6,-1.5,1.0,-1.6,-1.2,-1
Cc1ccc(/C=C/S(=O)(=O)NCc2ccc(F)cc2)cc1,-4,1.0,2.7,-1.9,-1,4,0.2,-1.4,0.6,-0.7,4
CCCS(=O)(=O)C(=C(Nc1ccc(OC)cc1)Nc1ccc(OC)cc1)S(=O)(=O)CCC,-3,-1.4,-1.8,-2.5,-4,4,-1.8,-0.7,0.4,-0.4,-4
COc1ccc(N2C(=O)CC(C)(C)CC2=O)cc1OC,-1,1.2,-1.1,-1.3,-3,-6,-0.9,-1.0,-0.7,0.0,2
Cc1ccc(CN(C(=O)c2ccccc2[N+](=O)[O-])C2CCS(=O)(=O)C2)o1 (configuration not stated),-3,-1.9,2.6,1.4,5,-12,-0.8,0.8,0.5,0.7,-4
Cn1c(/C(C#N)=C(\O)c2cccc(F)c2)nc2ccccc21,-1,2.5,2.9,4.3,-5,6,1.4*,-1.3,1.3,0.4,7
CC(C)C(=O)Nc1cc(C(F)(F)F)ccc1-n1ccnc1,-2,2.7,-0.4,-0.6,3,8,-0.3,-0.2,-0.1,-0.2,-5
O=C(CN1C(=O)NC2(CCOc3ccccc32)C1=O)NCCc1ccc(F)cc1 (configuration not stated),4,0.7,-0.5,-0.1,-3,-11,-1.2,-1.6,-0.3,0.6,1
CCOC(=O)C1=C(c2ccccc2)NC(SCC(=O)Nc2ccccc2C)=C(C#N)C1c1ccco1 (configuration not stated),-6,-3.2,-4.1,0.6,7,18,-1.6,0.5,-1.9,-0.2,-6
COc1ccc(C2(C#N)CCC(=O)N2c2ccccc2)cc1 (configuration not stated),-3,-1.8,-1.3,-0.1,-2,-7,-1.5,0.2,1.8,-0.5,1
CC(OC(=O)[C@H](C)N=C1NS(=O)(=O)c2ccccc21)C(=O)Nc1ccc(F)c(F)c1F (some centres not stated),-4,-2.9,-2.8,-1.3,0,-2,0.1,-0.1,0.8,0.2,5
CSc1ccc(C(=O)NCC2CCN(C(=O)C(=O)c3cc4ccccc4o3)CC2)cc1,-5,1.6,.,0.5,1,-8,-0.6,-0.1,.,-0.2,-3

# As a short view, some entries already given.
SMILES,SMARCA2 activ,hgDAF-12 ag,GAA850 FXN act,hcDAF12 agonist,ADAM17 inh,ADAM10 inh,ssDAF12 agonist,PG9 binder,DAX1 inh-1,DAX1 inh-2,GC-A act
Cc1cc(C)cc(N(CC(=O)NC(C)(C)C)C(=O)CNC(=O)c2cccs2)c1,0,-1.1,0.0,-1.1,0,8,-1.4,-2.1,1.2,0.3,-1
CCOC1(OCC)C(c2ccc(N)cc2)C(C#N)(C#N)C1(OCC)OCC (configuration not stated),-5,0.1,-0.6,-2.6,-5,-23,-1.1,-2.1,-0.1,-0.8,-3
CSc1cccc(NC(=O)CN2C(=O)c3ccccc3S2(=O)=O)c1,2,-2.0,-0.7,-2.2,0,4,-1.2,-2.9,1.0,-0.3,0
CC(C)(C)Nc1nc2cc([N+](=O)[O-])ccc2o1,-2,0.0,2.3,0.4,-3,-5,-1.0,0.3,-0.5,0.3,6

# (further entries)
SMILES,SMARCA2 activ,hgDAF-12 ag,GAA850 FXN act,hcDAF12 agonist,ADAM17 inh,ADAM10 inh,ssDAF12 agonist,PG9 binder,DAX1 inh-1,DAX1 inh-2,GC-A act
C=CCNC(=O)C(=O)c1c(-c2ccccc2)[nH]c2ccccc12,-1,-3.2,-1.1,-0.5,0,-6,-1.1,-0.5,0.1,-0.5,1
COc1ccc(C(=O)NC2CCN(C(=O)Nc3ccccc3Cl)CC2)cc1,3,-1.8,1.1,-1.4,-5,3,-0.9,-0.6,-0.6,-1.3,-5
O=C(CC1C(=O)NCCN1C(=O)c1ccc([N+](=O)[O-])cc1)Nc1ccc(F)cc1 (configuration not stated),0,-1.6,0.8,-0.3,-1,4,-1.0,-0.8,0.2,-0.2,0
CCOC(=O)C1=C(C)c2ccccc2N(S(=O)(=O)C(F)(F)F)C1C(=O)OCC (configuration not stated),-1,1.3,-0.1,0.0,5,1,-0.2,-0.2,-0.6,-1.6,-3
CCN1CCN(S(=O)(=O)c2ccc(F)c(C(=O)Nc3c(F)cc(F)cc3Br)c2)CC1,-1,0.6,-2.0,-1.8,-5,-4,-1.5,-1.8,-1.0,-0.5,4
COc1ccccc1/C=C/C1C(C(=O)OCC(C)C)=C(C)N=C2SCCC(=O)N21 (configuration not stated),-2,-0.9,3.3,0.1,11*,15,-1.0,-0.7,-1.3,0.5,-16
CC(=O)Nc1ccc(S(=O)(=O)N2CCC(C(=O)NCCC(=O)Nc3ccccc3)CC2)cc1,-4,-0.6,1.3,-0.8,-2,1,-0.8,-0.7,1.4,-0.3,7
CCCN1CCN(C(=O)c2oc3c(Cl)cccc3c2C)CC1,-1,-0.1,-0.4,-1.9,-3,-6,-1.3,-1.6,3.5,0.2,1
N#Cc1cccc(NC(=O)CN2CCCCCC2)c1,1,0.5,2.6,0.9,0,3,-1.0,-2.8,-1.3,0.3,1
O=C(CSc1ccc(-c2ccccn2)nn1)Nc1ccc(F)cc1F,-2,0.5,0.7,0.7,-4,-12,-0.9,-4.3,0.7,-1.4,-1
COC(=O)Cn1nnc2c(cnn2-c2ccccc2)c1=O,-3,1.9,3.0,1.2,-7,-8,-1.2,-1.4,-0.1,1.2,3
CC(C)N1CCC1(C)C(=O)Nc1cccc2ccccc12 (configuration not stated),-3,0.8,1.4,1.5,-4,-29,-0.4,-0.1,.,-0.8,-3
CCOC(=O)N1CCN(C(=O)CN2C(=O)NC(C)(c3ccc4ccccc4c3)C2=O)CC1 (configuration not stated),-3,-2.8,-0.4,-0.8,-1,-10,-1.5,1.9,-0.7,-0.1,0
COc1ccc(OC)c(NC(=O)CSc2nnc(CNc3ccc(C)cc3C)o2)c1,0,-0.3,0.4,-1.0,1,-1,-1.4,-0.3,-0.1,0.3,-8
COC(=O)c1ccc(NC(=O)c2cc3c(CO)cnc(C)c3oc2=Nc2cccc(C(N)=O)c2)cc1,-2,-1.9,1.9,0.1,-3,-1,-1.0,-3.1,-1.6,0.1,1
COc1ccc(C2=NN(CC(=O)NCc3ccco3)C(=O)CC2)cc1,-4,-1.5,-0.7,1.0,-3,-6,-1.3,-0.7,0.5,-0.3,-6
CC(Sc1nnc(Nc2ccccc2)s1)C(=O)NC1CCCc2ccccc21 (configuration not stated),-3,0.3,-1.1,2.4,-3,-2,-1.7,0.0,-0.3,0.2,-4
Cc1ccc(-c2c(C(=O)NCc3ccc(F)cc3)oc(=O)c3ccccc23)cc1,3,-0.4,-2.2,-3.9,1,12,-1.9,0.2,-0.2,0.4,-18
CCC1NC(=O)c2cccnc2-n2c1nc1cc(F)ccc1c2=O (configuration not stated),-3,2.0,1.2,0.0,-6,-15,-0.8,-0.5,0.1,0.2,2
CN(C)c1ccc(NC(=O)COC(=O)CCC(=O)c2ccc(F)cc2)cc1,-3,1.4,-0.4,0.1,2,-1,-0.3,-2.0,1.1,-1.3,-3
Cc1ccc(C)c(NC(=O)CSc2nnc(Cc3cccn3C)n2-c2ccc(F)cc2)c1,2,0.1,-1.0,-3.1,-4,-15,-0.7,-0.6,-0.4,-0.4,-3
CC(C)c1ccc(O)c(NC(=O)c2cccnc2)c1,-2,3.4,-2.1,0.7,-3,-5,-1.2,-0.8,-1.1,0.2,7
COc1ccccc1C1NC(=O)NC(C)=C1C(=O)OC1CCC(C)CC1 (configuration not stated),-2,0.2,1.3,-2.7,-4,0,-1.4,-0.1,1.3,1.0,-2
Cc1ccccc1Cn1c2ccccc2c2cnn(CC(=O)NCCCN3CCOCC3)c(=O)c21,-2,1.4,-1.4,-0.7,-10,-29,-1.0,1.9,-0.7,-1.2,10
CCCCN(C)C(=O)C1CCN(CCCc2ccccc2)CC1,-3,-0.1,-1.0,2.2,-6,-9,-0.6,1.9,-0.5,-0.5,3
Cc1ccc(-c2nc3ccccc3n3nnnc23)cc1,2,-0.5,7.0,4.2,2,5,0.3,-0.6,1.5,0.6,3
COCOCCn1cc(CN2CCS(=O)(=O)N(Cc3ccc(-c4ccc(Cl)c(Cl)c4)cc3)C(C(C)C)C2=O)nn1 (configuration not stated),-7,-4.3,-0.1,-1.1,9.1*,27*,-2.0,-0.1,-1.9,-2.4,6
COc1cc(OC)nc(-n2ncc(Br)c(Br)c2=O)n1,-10,0.2,-15,-0.5,1,1,-0.2,-0.4,-4.8,-0.9,10
CCCN(CCC)S(=O)(=O)c1ccc(C(=O)NNc2nc(-c3ccccc3)c3cc(Br)ccc3n2)cc1,-5,1.2,4.5,-1.6,-1,4,-1.5,0.8,-0.6,-0.5,-4
O=C1C(Cc2ccccc2)NC(=S)N1Cc1ccccc1 (configuration not stated),1,1.9,0.3,3.0,0,9,0.5,0.0,-0.6,-0.3,-1
